GLP1R ag: activates the human GLP-1 receptor; P43220; HEK293 GLP-1R CRE-luciferase, luminescence, 4-6 h; cells express a hypersensitive GLP-1R form; Potency, µM (top dose mostly 45.6 µM), for the others: at the top dose activation, hits mostly activators; hit rate 0.007% among 380,000; AID 624172; note: % of control where 0% means no effect
Target sequence (P43220 whole entry, looked up): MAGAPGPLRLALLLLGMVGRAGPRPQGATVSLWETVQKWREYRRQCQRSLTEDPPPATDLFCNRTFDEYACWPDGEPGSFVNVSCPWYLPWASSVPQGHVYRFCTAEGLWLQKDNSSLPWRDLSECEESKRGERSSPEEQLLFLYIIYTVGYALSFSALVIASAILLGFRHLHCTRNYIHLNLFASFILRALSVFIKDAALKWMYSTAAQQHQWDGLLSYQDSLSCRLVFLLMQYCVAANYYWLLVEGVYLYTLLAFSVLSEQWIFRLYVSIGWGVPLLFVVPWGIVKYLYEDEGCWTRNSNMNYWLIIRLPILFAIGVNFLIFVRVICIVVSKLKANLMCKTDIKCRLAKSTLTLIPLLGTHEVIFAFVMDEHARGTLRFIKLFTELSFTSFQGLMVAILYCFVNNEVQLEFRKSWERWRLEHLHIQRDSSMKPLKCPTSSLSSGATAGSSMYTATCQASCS
TDP43 rescue: inhibitors of TDP-43 toxicity in yeast | TDP-43 expressing yeast growth rescue, BacTiter-Glo, 24 h | Potency, µM (highest dose often 46.1 µM), for the others: at the highest dose growth rescue (activation), hits mostly activators | hit rate 1.8% among 410,000; note: % of control where 0% means no effect; nearly all actives have a fitted effect of over 50% in size
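Yeast expressing TDP-43 (pregrown in raffinose, seeded at OD600=0.02 in galactose medium) exposed to compounds 24 hr at 30 deg C. Growth read by BacTiter-Glo luminescence; rescue of toxicity appears as increased signal.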
GLP1R cytotox: cytotoxicity counter-screen for GLP-1 receptor inverse agonists; HEK293 cAMP-luciferase reporter cells, luminescence, 24 h; Potency, µM (highest dose often 38.3 µM), without a hit: top-dose activity change, negative = inhibition, actives largely listed as inhibitors; hit rate 0.13% among 410,000;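 note: loss of luciferase light is scored as toxicity; % is set by controls: 0 for no effect and ±100 for the full control effect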
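1536-well qHTS counterscreen of the MLSMR; 200 cells/uL, 12 h pre-incubation, 23 nL cpd, 24 h at 37 deg C 5% CO2, luciferase detection reagent, 12 min RT, luminescence. Inhibition = undesired.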
HT1080-NT tox: kills 2HG-producing HT-1080-NT fibrosarcoma cells; AID 686970; hit rate 1.6% among 360,000; Potency, µM (series often up to 46.1 µM), for the others: at the highest dose activity, negative = less viability, hits mostly cytotoxic; HT-1080-NT fibrosarcoma viability, CellTiter-Glo ATP luminescence, 48 h;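 note: NT is the 2HG producing partner of a matched IDH1 knockdown line; 0% = DMSO-treated cells and -100% = media-only wells without cells; nearly all actives have a fitted effect of over 55% in size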
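HT-1080-NT fibrosarcoma cells (2HG-overproducing), 750 cells/well in RPMI with 5% FBS, dosed after 2 h and incubated 48 h at 37C. CellTiter-Glo luminescence normalized to DMSO and no-cell wells; concentration-response curves fitted and classed.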
GLP-1R inv ag: inverse agonists of human GLP-1 receptor; P43220; HEK293 GLP-1R CRE-luciferase, luminescence, 24 h; GLP-1R form is constitutively active; Potency, µM (titrated, usually from 38.3 µM), inactives show at the highest dose activity change, negative = inhibition, most hits filed as inhibitors; hit rate 1.6% among 410,000; AID 624417; note: % is set by controls: 0 for no effect and ±100 for the full control effect; nearly all actives have a fitted effect of over 55% in size
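Cells are plated, allowed 12 hours at 37 deg C, then treated with compounds for 24 hr before luciferase detection reagent is added and luminescence is read after 12 min at room temperature. The HEK293 line carries constitutively active GLP-1R with a cAMP-responsive reporter.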
HT1080 IDH1KD tx: HT-1080 IDH1 knockdown cell toxicity (counter line). HT-1080 IDH1 knockdown viability, ATP luminescence, 48 h. Potency, µM (top dose mostly 46.1 µM), inactives show top-dose activity, negative = toxicity, actives largely listed as cytotoxic. hit rate 2% among 360,000. AID 686971;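 note: 0% = DMSO wells and -100% = cell-free medium wells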
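% activity derives from luminescence (CellTiter-Glo), normalised to DMSO and no-cell wells. HT-1080-IDH1KD cells, 750/well, had 48 h compound exposure at 37 °C.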
SW480 rereplic: inducers of DNA re-replication in SW480 colon cancer cells. hit rate 1.8% among 340,000. SW480 DNA re-replication, Hoechst DNA content imaging, 48 h. Potency, µM (highest dose often 46.1 µM), without a hit: top-dose re-replication activation, usual class: activators. AID 624297; note: % of control where 0% means no effect; nearly all actives have a fitted effect of over 55% in size
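Hoechst fluorescence of nuclei (405 nm excitation, 500-530 nm emission) measured by plate-scanning imager after 48 hr compound exposure at 37 C; re-replication scored as increased number of nuclei with elevated intensity.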
KB-3-1 tox: KB-3-1 parental cell cytotoxicity; KB-3-1 viability, CellTiter-Glo ATP luminescence, 72 h; Potency, µM (titrated, usually from 46.1 µM), inactives show at the top dose activity change, negative = cytotoxic, hits mostly cytotoxic; hit rate 1.4% among 400,000; AID 1347075; note: % is set by controls: 0 for no effect and ±100 for the full control effect; nearly all actives have a fitted effect of over 60% in size
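Luminescent ATP read-out (CellTiter-Glo) measures survival of drug-naive KB-3-1 cells after 72 h compound exposure at 37 °C. Titration series was screened from lowest to highest concentration, with DMSO vehicle plates as background controls.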
KB-V1 cytotox: KB-V1 MDR subline cytotoxicity. Potency, µM (titrated, usually from 46.1 µM), inactives show at the highest dose activity change, negative = cytotoxicity, actives largely listed as cytotoxic. KB-V1 MDR cells viability, CellTiter-Glo, 72 h. hit rate 3.4% among 400,000. AID 1347076; note: % is set by controls: 0 for no effect and ±100 for the full control effect; nearly all actives have a fitted effect of over 60% in size
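Cells of the MDR subline KB-V1 are plated, dosed with compound at multiple concentrations, and incubated 72 h at 37 degrees C; CellTiter-Glo is then added and luminescence read after 10 min.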
An asterisk follows results filed as active; u = inconclusive; x = not tested or not shown; [ ] = dose if it differs, or a comment. Calls come from the whole dose curve; as a rule, active = well fitted curve in the direction sought with a large enough effect; inconclusive = small, poorly fitted or top-dose-only effect, or another doubt; inactive = no such curve, though single readings can be large; an effect the other way counts as inactive or inconclusive. Potency is the fitted concentration of half-maximal effect.

#	Compound	HT1080 IDH1KD tx	KB-V1 cytotox	KB-3-1 tox	GLP1R ag	GLP-1R inv ag	TDP43 rescue	GLP1R cytotox	HT1080-NT tox	SW480 rereplic
1	Cc1cc(C(=O)Nc2c(C)nn(Cc3ccc(F)cc3)c2C)on1	2%	-5%	0%	6%	-1%	27%	3%	4%	-11%
2	CCOC(=O)N1CCN(C(=O)c2oc3ccc(S(=O)(=O)N4CCOCC4)cc3c2C)CC1	-5%	-14%	6%	2%	-7%	1%	-13%	-3%	-10%
3	Cc1cc(C)n2nc(SCc3cccc(F)c3)nc2n1	-8%	-1%	5%	9%	41%[activator]	18µM*	-1%	-18%	-4%
4	Cc1ccc(N(C(=O)Cn2nnc(-c3ccccc3)n2)C(C(=O)NC2CCCCC2)c2ccccn2)cc1C (configuration not stated)	2%	1.2µM*	-2%	-1%	-14%	0%	-1%	-3%	-8%
5	CC(=O)Nc1ccc2c(c1)ncn2-c1ccccc1	29%	-14%	6%	10%	6%	-11%	0%	27%	-4%
6	O=[N+]([O-])c1ccc(CN2CCN(c3ccccc3Cl)CC2)o1	6%	-13%	-11%	-4%	-6%	-7%	9%	1%	u
7	COc1ccc(OC)c(NC(=O)c2nnn(Cc3ccc(Br)cc3F)c2N)c1	-13%	0%	u	9%	-13%	-8%	-4%	-8%	0%
8	C#CCOCCOCCOCCNc1nc(N2CCN(C(=O)CCCCCCCCCCNC(=O)[C@H](CCCCN)n3cc(C)nn3)CC2)nc(N2CCN(C(=O)CCCCCCCCCCNC(=O)[C@H](CO)n3cc(CCCSC)nn3)CC2)n1	u	-22%	-1%	-9%	u	21%	u	u	-9%
9	COc1ccc(-c2noc(CCC(=O)NC3CCN(Cc4ccccc4)CC3)n2)cc1	0%	0%	-16%	1%	u	-12%	-12%	-24%	-4%
10	CSCCC(NS(=O)(=O)c1ccc(Cl)cc1)C(=O)OCc1c(Cl)cccc1Cl (configuration not stated)	-9%	7.3µM*	u	-5%	u	-2%	10%	-5%	u
11	O=C(CC1C(=O)NCCN1Cc1ccc(Cl)c(F)c1)NC1CCC1 (configuration not stated)	-4%	u	-1%	-1%	1%	3%	9%	16%	-1%
12	O=S(=O)(c1ccc2c(c1)CCCN2)N1CCCC1	18%	u	-8%	0%	5%	u	5%	-5%[9.24 µM]	0%
13	O=C(C1CC1)N1CCN=C1SCc1cccc(F)c1	6%	2%	3%	8%	12%	1%	9%	0%	1%
14	N#Cc1ccsc1NC(=O)CN1CCN(c2ccccc2)CC1	4%	1%	16%	14%	20%	7%	0%	1%	2%
15	O=C(CN1CCN(S(=O)(=O)c2ccc(Cl)cc2)CC1)N1CCCC1	16%	-16%	6%	12%	0%	5%	-14%	17%	3%
16	COc1ccc(CNC(=O)C2CCCN(S(=O)(=O)c3ccc4c(ccn4C)c3)C2)c(OC)c1 (configuration not stated)	x	-6%	-3%	x	-20%	25%	4%	x	x
17	CN(O)/C=c1/ccc2c(n1)C(=O)C=CC=2	u	u	u	1%	1%	-68%[inhibitor]	-7%	u	u
18	CCn1c(-c2cccc(Cl)c2)n[nH]c1=S	5%	u	-7%	-23%	1%	26%	-10%	16%	-3%[9.22 µM]
19	COc1ccc2c(c1)CO[C@@]21O[C@H](CCO)C[C@H](O)[C@H]1O	15%	-2%	0%	4%	19%	7%	2%	10%	x
20	C=CCn1c(COc2ccc(OC)cc2)nc2ccccc21	-4%	-15%	-5%	4%	-20%	17%	-5%	4%	11%
21	COc1cccc(OC)c1C(=O)Nc1ccc2c(c1)Cc1ccccc1-2	-3%	5%	-1%	18%	-8%	-14%	-5%	-10%	1%
22	COc1ccc(CCN2C(=O)C3C4CCC(C4=C(C)C)C3C2=O)cc1OC (configuration not stated)	-3%	u	-5%	-3%	3%	11%	10%	1%	-1%
23	COc1cc(OC)cc(C(=O)NCC(=O)OCC(=O)Nc2ncc(Cl)cc2Cl)c1	11%	4%	10%	2%	7%	-8%	11%	0%	2%
24	Cc1cccc(-c2nnc(C(C)Nc3cccc(C(=O)NC4CC4)c3)o2)c1 (configuration not stated)	2%	-4%	1%	10%	28%	15%	-30%	-1%	x
25	COC(=O)c1sccc1NC(=O)Nc1ccc(F)cc1	3%	27%	4%	1%	10%	u	0%	4%	-5%
26	Cc1cc(-n2c(C)cc(C(=O)CSc3ccccn3)c2C)no1	0%	-12%	-17%	19%	u	21%	3%	-6%	-20%
27	COc1ccc(/C=N/NC(=O)c2nnn(-c3nonc3N)c2-c2cccc(OC)c2)cc1	-1%	9%	u	5%	u	-5%	-8%	13%	-12%
28	O=C(c1ccccc1)c1coc2ccc(O)c(CN3CCOCC3)c12	15%	-9%	-17%	-2%	u	-11%	-2%	1%	-15%
29	Cc1cc(C)cc(C(=O)NCC(=O)N2CCC3(CC2)NCCc2[nH]cnc23)c1	2%	0%	10%	7%	-1%	-7%	8%	5%	-18%
30	COc1cc2c(c3oc(-c4ccccc4)cc(=O)c13)C=CC(C)(C)O2	9%	u	-3%	u	46%[activator]	u	-17%	-1%	4%

Sorted by molar mass (smallest number first): some entries from above.
#	Compound	HT1080 IDH1KD tx	KB-V1 cytotox	KB-3-1 tox	GLP1R ag	GLP-1R inv ag	TDP43 rescue	GLP1R cytotox	HT1080-NT tox	SW480 rereplic
20	C=CCn1c(COc2ccc(OC)cc2)nc2ccccc21	-4%	-15%	-5%	4%	-20%	17%	-5%	4%	11%
19	COc1ccc2c(c1)CO[C@@]21O[C@H](CCO)C[C@H](O)[C@H]1O	15%	-2%	0%	4%	19%	7%	2%	10%	x
2	CCOC(=O)N1CCN(C(=O)c2oc3ccc(S(=O)(=O)N4CCOCC4)cc3c2C)CC1	-5%	-14%	6%	2%	-7%	1%	-13%	-3%	-10%

Limited to GLP1R ag (two entries from above):
cpd | Structure | GLP1R ag
17 | CN(O)/C=c1/ccc2c(n1)C(=O)C=CC=2 | 1%
18 | CCn1c(-c2cccc(Cl)c2)n[nH]c1=S | -23%

Remaining list, next part.
#	Compound	HT1080 IDH1KD tx	KB-V1 cytotox	KB-3-1 tox	GLP1R ag	GLP-1R inv ag	TDP43 rescue	GLP1R cytotox	HT1080-NT tox	SW480 rereplic
31	CC(=O)c1cccc(NC(=S)NC(=O)c2ccccc2C)c1	0%	-2%	2%	20%	10%[0.307 µM]	u	10%[0.307 µM]	23%	-2%
32	CC(C)CNS(=O)(=O)c1ccc(S(=O)(=O)N2CCC(N3CCCCC3)CC2)cc1	28%	-1%	9%	6%	-8%	-3%	2%	16%	-6%
33	CCOC(=O)C1C(=O)C=C(/C=C/c2ccc(N(C)C)cc2)CC1c1ccccc1 (configuration not stated)	2%	14%	0%	4%	0%	25%	84%[activator]	13%	11%
34	Cn1c(=O)[nH]c2sc3c(c2c1=O)CC(C)(C)OC3	14%	0%	u	2%	11%	14%	-20%	7%	-1%
35	COc1ccc(Nc2c3c(nc4ccc(NC(=O)c5cc(Cl)ccc5OC)cc24)CCCC3)cc1OC	x	u	u	-6%	u	-3%	u	x	x
36	O=c1cc(-c2ccc3c(c2)OCO3)oc2ccccc12	13%	-29%	-11%	-1%	33%	-2%	6%	3%	3%
37	CC(C)Oc1ccc(NC(N)=O)cc1	4%	2%	10%	-8%	16%	8%	-11%	12%	-3%
38	Cc1cc(C(F)F)n2nc(C(=O)Nc3sc4c(c3C(N)=O)CCC4)nc2n1	17%	1%	7%	-5%	1%	0%	-7%	21%	1%
39	CC(=O)Nc1ccccc1C(=O)C(=O)O	14%	6%	4%	-8%	8%	-6%	-8%	17%	-5%

Compound profiles (already shown). Order of screens: HT1080 IDH1KD tx	KB-V1 cytotox	KB-3-1 tox	GLP1R ag	GLP-1R inv ag	TDP43 rescue	GLP1R cytotox	HT1080-NT tox	SW480 rereplic
Entry for O=c1cc(-c2ccc3c(c2)OCO3)oc2ccccc12 : 13%	-29%	-11%	-1%	33%	-2%	6%	3%	3%
Entry for CC(=O)Nc1ccccc1C(=O)C(=O)O : 14%	6%	4%	-8%	8%	-6%	-8%	17%	-5%
Entry for CC(=O)c1cccc(NC(=S)NC(=O)c2ccccc2C)c1 : 0%	-2%	2%	20%	10%[0.307 µM]	u	10%[0.307 µM]	23%	-2%

Assay outcomes as filed in PubChem BioAssay.

Compounds were not picked by outcome. Share with any hit: about 9.4%.
